# Compound activity deposited in PubChem BioAssay by Southern Research Specialized Biocontainment Screening Center.
# Dengue-2 NS5 capping: Dengue-2 NS5 methyltransferase inhibitors, primary screen, biochemical, confirmation dose response (AID 588689); 340,000 tested, 0.3% active; Dengue-2 NS5 methyltransferase capping enzyme assay, biochemical; higher % means a stronger effect; inhibition, % at 25 µM; hits with a dose series show IC50 in µM; in the data active = a potency from the dose series; inconclusive = inhibition above about 29% without an active follow-up result
# UTI89 phage lysis: protection from phage-mediated lysis, alamar blue read-out – E. coli UTI89, K1F phage, bacterial capsule biogenesis inhibitors (AID 488966); E. coli UTI89 K1F phage lysis, alamar blue, 2 h; higher % means a stronger effect; inhibition, % at 100 µM, or IC50 in µM where a hit was titrated; 340,000 tested, 0.02% active;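 active = phage lysis inhibition, versus mean bacterial control, above a set limit; inconclusive = no clear call, values can overlap the other calls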;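 note: capsule biogenesis inhibitors block K1F phage lysis so surviving cells raise fluorescence; higher fluorescence means more inhibition of phage lysis; actives were called in the ten point dose series up to 300 µM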
# Dengue-2 NS5 capping pilot replicate: recorded beside Dengue-2 NS5 capping, whose call it bears; inhibition, %; measured here: pilot screen replicate inhibition
# An asterisk follows results filed as active; ? = inconclusive; [ ] = another dose, or the depositor's remark. A portion of the library; the hit share may differ from the screen's.
# A first look (2 entries):
SMILES,Dengue-2 NS5 capping,UTI89 phage lysis,others
COc1ccc(-c2cc(=O)c3ccc(O)cc3o2)cc1,9%,2.8%,
CCC(C)Cn1cnc2c(SCc3ccccn3)nc(N)nc21 (stereo not given),-9%,0.8%,

# This part in full, repeating the preview:
SMILES,Dengue-2 NS5 capping,UTI89 phage lysis,others
COc1ccc(-c2cc(=O)c3ccc(O)cc3o2)cc1,9%,2.8%,
CCC(C)Cn1cnc2c(SCc3ccccn3)nc(N)nc21 (stereo not given),-9%,0.8%,
CCC1CN2CCc3cc(OC)c(OC)cc3C2CC1CC1c2cc(OC)c(OC)cc2CCN1C(=O)C(Cc1c[nH]c2ccccc12)NC(=O)OC(C)(C)C (stereo not given),?,1.8%,
CCOC(=O)c1c(N/C=C(\C#N)c2nc(-c3ccc(OC(C)=O)cc3)cs2)sc2c1CCC2,-12%,0.2%,
CCN(C(=O)COC(=O)/C(=C/c1ccccc1)NC(C)=O)c1c(N)n(Cc2ccccc2)c(=O)[nH]c1=O,4%,-0.2%[50 µM],
O=S1(=O)c2ccccc2C(O)(c2ccccc2)c2ccccc21,-5%,0.6%,
CCOc1ccc(CCN2C(=S)N([C@@H](CC(C)C)CN3CCCC3CN3C(=S)NC[C@@H]3Cc3ccc(O)cc3)C[C@@H]2Cc2ccccc2)cc1 (stereo not given in full),3%,0.1%,Dengue-2 NS5 capping pilot replicate=0.6
Fc1ccc2nncc(SCc3ccccc3Cl)c2c1,0%,-1.3%,
NC(=O)c1nnsc1-c1ccco1,-9%,0.4%,
CCN1C(=O)[C@@H]2[C@@H](c3ccc(-c4cc(C(C)=O)cs4)cc3)N3CCC[C@@]3(C(=O)OC)[C@@H]2C1=O,-8%,0.3%,
COc1cc2c(c(OC)c1OC)C(=O)C(=Cc1ccccc1)O2,0%,0.9%,
Cc1ccc(OCC(=O)Nc2ccc3c(c2)ncn3C)cc1,0%,0.2%,
CC(C)c1nc2sc3c(SCCN(C)C)ncnc3c2c2c1CCC2,-7%,0.1%,
O=C(CCc1ccco1)CCc1ccco1,6%,1.6%,
CCOc1ccc(NC(=O)CN(C)C(=O)c2cccc(S(=O)(=O)N3CCN(C)CC3)c2)cc1OCC,3%,0.7%[50 µM],
CCOc1ccccc1C=C1SC(=S)N(CC)C1=O,7%,2.1%,
O=C(NCc1ccccc1)c1ccc(NC(=O)C2CC2)cc1,2%,0.3%,
CC(=O)c1cc2c(cc1NC(=O)c1ccc(-n3nc(C)cc3C)cc1)OCO2,3%,-0.1%,
CC(=O)OC[C@H]1O[C@@H](Oc2cc3ccc(=O)oc3cc2OC(C)=O)[C@H](OC(C)=O)[C@@H](OC(C)=O)[C@@H]1OC(C)=O,1%,0.1%,Dengue-2 NS5 capping pilot replicate=7.6
NC(=O)C1=C(N=C2CCCCC2)CCCC1,7%,-0.1%,
CCOc1ccc(S(=O)(=O)N2CCN(C(=O)c3ccc(Cl)c(S(=O)(=O)N4CCOCC4)c3)CC2)cc1,-2%,1.4%[50 µM],
CCN(CC(=O)Nc1c(F)cccc1F)C(=O)c1ccc(OCC(=O)N2CCOCC2)c(OC)c1,-6%,0.7%[50 µM],
Nc1c(Cl)ncnc1Nc1ccc(C(=O)O)cc1,8%,0.5%,
O=C(Cc1ccc(NC(=O)C2CCCN(C(=O)C3CCCC3)C2)cc1)Nc1ccc(C(=O)N2CCOCC2)cc1 (stereo not given),2%,0.2%,Dengue-2 NS5 capping pilot replicate=1.5
O=C(NNC(=O)c1cccc2ccccc12)c1ccc(Cl)c(Cl)c1,3%,-1.5%,
CN1CC[C@@H]2C(=O)N3CCc4ccc(Br)cc4[C@@H]3C[C@@H]21,-2%,0.4%,Dengue-2 NS5 capping pilot replicate=-3.6
Cc1ccc(S(=O)(=O)CCC(=O)OCC(=O)N(C)Cc2ccccc2)cc1,-10%,1.2%[50 µM],
COc1ccc(NC(=O)N(C)C[C@H]2Oc3ccc(NS(=O)(=O)c4ccccc4)cc3C(=O)N([C@H](C)CO)C[C@@H]2C)cc1,-5%,-0.6%,
CN(C)c1ccc(/C=C/C(=O)c2ccc(O)cc2)cc1,?,0.2%,
CCCCC[C@H](O)/C=C/C1C(=O)C=C[C@H]1C/C=C\CCCC(=O)OC (stereo not given in full),-24%,-0.1%,Dengue-2 NS5 capping pilot replicate=-5.2
COc1ccccc1C(=O)NCCC(=O)N1CC(C)OC(C)C1 (stereo not given),-6%,1.1%[50 µM],
COc1cc(C(=O)NNC(=O)COc2ccc(Br)cc2)ccc1OCC(=O)N1CCOCC1,2%,0.8%[50 µM],
O=C(CC(=O)c1cccnc1)c1ccccc1,-4%,5.2%,
O=C1CCCCCN1C(=O)c1ccccc1,2%,0.4%,
CN(C(=O)c1cccc(NC(=O)Cc2cccc(NC(=O)C3CCN(C(=O)C4CCC4)CC3)c2)c1)C1CC1,0%,0.4%,Dengue-2 NS5 capping pilot replicate=4.9
CCN(C(=O)CSc1nnc(-c2ccc(OC)cc2)n1N)c1c(N)n(Cc2ccccc2)c(=O)[nH]c1=O,4%,0.3%[50 µM],
CN(C)C(CNC(=O)C1CCN(S(=O)(=O)c2cc(Cl)ccc2Cl)CC1)Cc1ccccc1 (stereo not given),3%,0.4%[50 µM],
O=C1CCC2(CCCCC2)N1,-1%,-1.4%,
CC(=NNC(=S)N1CCN(C2CCCCCC2)CC1)c1ccccn1,-11%,3.4%,
Cc1cc(Br)ccc1NC(=O)CN(C)C(=O)c1cccc(S(=O)(=O)N2CCN(C)CC2)c1,4%,0.3%[50 µM],

# 2 entries drawn at random from those above:
SMILES,Dengue-2 NS5 capping,UTI89 phage lysis,others
O=C(NNC(=O)c1cccc2ccccc12)c1ccc(Cl)c(Cl)c1,3%,-1.5%,
Nc1c(Cl)ncnc1Nc1ccc(C(=O)O)cc1,8%,0.5%,

# (list continues)
SMILES,Dengue-2 NS5 capping,UTI89 phage lysis,others
COc1c(NC(C)=O)c2c(c([N+](=O)[O-])c1OC)C(=O)OC2,2%,4.6%,
O=C(Nc1ccccc1)SC1CCCCC1,0%,0.9%,
CCN1C[C@@H]2[C@@H]3C(=O)N(C)C(=O)[C@@H]3[C@](C)(C1=O)N2C(=O)c1ccc(C)cc1,-10%,1.9%,
CCSC1OC(C(COC(C)=O)OC(C)=O)C(OC(C)=O)C1NC(C)=S (stereo not given),-3%,2.1%,
CN(C(=O)c1cccc(NC(=O)Cc2ccc(NC(=O)C3CCN(C(=O)C4CCCC4)CC3)cc2)c1)C1CCCCC1,-8%,0.1%,Dengue-2 NS5 capping pilot replicate=-3.3
O=C(O)C1C2CCC(CC2)C1C(=O)O (stereo not given),4%,-0.4%,
O=C1NC(=O)N2CCSC2(Cc2ccccc2)N1 (stereo not given),3%,1.9%,
O=[N+]([O-])c1cc(Br)ccc1C[n+]1ccccc1,3%,-0.4%,
COc1cc(OC)cc(C(=O)NC(C(=O)NNC(=O)CN(C)S(=O)(=O)c2ccc(C)cc2)C(C)C)c1 (stereo not given),0%,0.5%[50 µM],
Cc1cc(C)n(-c2ccc(C(=O)N3CCN(S(=O)(=O)c4cccc(Br)c4)CC3)cc2)n1,-2%,1.8%[50 µM],
COCCN(CC(=O)Nc1cccc(C)c1C)C(=O)C1CCN(S(=O)(=O)c2ccccc2)CC1,-13%,0.6%[50 µM],
Nc1ccc(S(=O)(=O)NCC2CCCCO2)cc1 (stereo not given),0%,0.0%,
CC(=O)C1CCC2C3CCC4CC(=O)CCC4(C)C3C=CC12C (stereo not given),-10%,-0.6%,
COc1ccc(CN(C)C(=O)CCC(=O)N2CCN(S(=O)(=O)c3ccc(Cl)cc3)CC2)c(OC)c1,-4%,0.4%[50 µM],
O=C(CC(CC(=O)c1ccccc1)c1ccncc1)c1ccccc1,8%,5.9%,
CCN(CC(=O)NCc1cccs1)C(=O)c1cccc(S(=O)(=O)Nc2ccc(F)cc2)c1,3%,0.8%[50 µM],
OC(CCCC(O)c1ccccc1)c1ccccc1 (stereo not given),-4%,0.8%,
OC1CCCC1NCc1ccnc2cc(Cl)ccc12 (stereo not given),-9%,-3.1%,
COc1ccc(CN(C)C(=O)C(CCSC)NS(=O)(=O)c2ccc3c(c2)OCCO3)c(OC)c1OC (stereo not given),0%,-0.5%[50 µM],
O=C(NN=Cc1cccc([N+](=O)[O-])c1)c1cccc2ccccc12,11%,0.0%,
CCOC(=O)CNC(=O)C1(NC(=O)CNC(=O)OCc2ccccc2)CCCC1,6%,0.0%,
CN(CC(=O)Nc1c(Cl)cccc1Cl)C(=O)CNC(=O)c1sc2ccccc2c1Cl,5%,1.7%[50 µM],
Cc1cccc(NC(=S)N2CCC(C(=O)c3ccc(F)cc3)CC2)c1,-1%,0.5%,
CC1CCc2c(ccc3ccccc23)C1=O (stereo not given),-9%,-3.7%,
C1CC1C(=NN=C(C1CC1)C1CC1)C1CC1,3%,0.6%,
CCN1CCN(S(=O)(=O)c2ccc(Cl)c(C(=O)N(C)CC(=O)Nc3c(C)cccc3C)c2)CC1,-9%,0.5%[50 µM],
CCOc1ccc(OCCC(=O)N(CC)CC(=O)Nc2ccccc2OC)cc1,-2%,0.2%[50 µM],
CN(C(=O)c1ccc(NC(=O)Cc2ccc(NC(=O)C3CCN(C(=O)C4CCC4)CC3)cc2)cc1)C1CCCC1,3%,0.3%,Dengue-2 NS5 capping pilot replicate=1.8
COc1ccc2cc([C@H](C)C(=O)OCc3cn(CC(=O)c4ccc(O)cc4)nn3)ccc2c1,-3%,-0.1%,
O=C(Cc1cccc(NC(=O)C2CCN(C(=O)CCc3ccccc3)CC2)c1)Nc1cccc(C(=O)N2CCCCC2)c1,0%,-0.1%,Dengue-2 NS5 capping pilot replicate=-6.1
O=C(Nc1ccccc1)OCCc1ccccn1,10%,-0.6%,
O=C(c1cccc(Cl)c1)N1CCC2CC1c1cc(-c3ccccc3)ccc12 (stereo not given),-5%,0.1%,Dengue-2 NS5 capping pilot replicate=-0.6
NC(N)=NN=C(c1ccc(F)cc1)c1ccc(C(F)(F)F)cc1,2%,-0.3%,
O=C(c1ccc([N+](=O)[O-])cc1)N1CCOCC1,-11%,-1.4%,
CCC(=O)Nc1c(C#N)c2nc3ccccc3nc2n1-c1ccc(C)cc1,1%,0.2%,
Cc1cccn2c(=S)[nH]nc12,-2%,-1.5%,
O=C(NOCc1ccccc1)OCc1ccccc1,-3%,0.1%,Dengue-2 NS5 capping pilot replicate=-7.0
Fc1cccc(CSc2ncnc3c2ncn3C2CCCCO2)c1 (stereo not given),11%,6.0%,
CN(CCc1ccccc1)C(=O)c1cccc(NC(=O)Cc2cccc(NC(=O)C3CCN(C(=O)C4CCC4)CC3)c2)c1,-2%,0.5%,Dengue-2 NS5 capping pilot replicate=2.4
CC1(C)C(=O)C=CC(=O)C(C)(C)C(=O)C=CC(=O)C(C)(C)C2=CC=C(O2)C(C)(C)C(=O)C=CC1=O,1%,-1.7%,

# Arranged by heavy-atom count (ascending): 5 of the compounds above.
SMILES,Dengue-2 NS5 capping,UTI89 phage lysis,others
O=C(CC(=O)c1cccnc1)c1ccccc1,-4%,5.2%,
O=C(Nc1ccccc1)OCCc1ccccn1,10%,-0.6%,
COc1ccc(-c2cc(=O)c3ccc(O)cc3o2)cc1,9%,2.8%,
O=C(CC(CC(=O)c1ccccc1)c1ccncc1)c1ccccc1,8%,5.9%,
Cc1ccc(S(=O)(=O)CCC(=O)OCC(=O)N(C)Cc2ccccc2)cc1,-10%,1.2%[50 µM],

# Later entries.
SMILES,Dengue-2 NS5 capping,UTI89 phage lysis,others
CC(NC(=O)c1ccccc1)C(=O)Nc1ccccc1 (stereo not given),3%,-4.0%,
CC(C)Cc1nnc(N)s1,2%,-4.5%,
N#CC(=C(c1ccccc1)c1ccccc1)c1ccccc1,2%,8.0%,
OC[C@H]1O[C@@H](Oc2ccc(O)cc2)[C@H](O)[C@@H](O)[C@@H]1O,-9%,-0.5%,
Cc1ccc(C(=O)N2[C@@H]3CN(C)C(=O)[C@@]2(Cc2ccccc2)[C@H]2C(=O)N(Cc4ccccc4)C(=O)[C@@H]32)cc1,-6%,0.4%,
COc1ccc2c3c(ccc2c1)C(=O)/C(=C/O)CC3,41%,-4.5%,
COc1cc(CN(C)C(=O)C2CCN(S(=O)(=O)c3cccs3)CC2)ccc1OC(F)F,0%,-0.3%,
CN(C)CCOC1(Cc2ccc(F)cc2)CCC(C(C)(C)C)CC1 (stereo not given),-6%,-6.4%,
O=C(Cc1cccc(NC(=O)C2CCCN(C(=O)c3ccccc3)C2)c1)Nc1ccc(C(=O)N2CCCCC2)cc1 (stereo not given),-7%,0.1%,Dengue-2 NS5 capping pilot replicate=4.3
CC(C)C[C@@H](CNCC(=O)[C@H](CC(C)C)NC(=O)c1[nH]cnc1C(=O)N[C@H](CN)CC(C)C)NC(=O)c1nc[nH]c1C(=O)N[C@@H](CC(=O)O)C(=O)O,-2%,0.1%,Dengue-2 NS5 capping pilot replicate=3.0
Cc1cc(O)c(C(C)C)cc1N=Cc1ccc(N(C)C)cc1,>100µM*,-2.1%,
Cc1ccc(S(=O)(=O)N2CCCCC2)cc1NC(=O)COC(=O)CN1C(=O)NC2(CC(C)CC(C)(C)C2)C1=O (stereo not given),-4%,-0.1%[50 µM],
O=C1c2ccccc2C(=O)N1CCCCNc1ccccc1,-1%,3.0%,
NN=C(NN=Cc1ccccc1)c1ccccc1,-1%,0.2%,
COc1cc(/C=C/C(C)=NNc2ccccc2)ccc1O,-7%,1.1%,
CN(C(=O)c1ccc(NC(=O)Cc2cccc(NC(=O)C3CCN(C(=O)C4CCCC4)CC3)c2)cc1)C1CC1,-6%,0.0%,Dengue-2 NS5 capping pilot replicate=-0.3
